S3 lipid droplet: qHTS Assay for Lipid Storage Modulators in Drosophila S3 Cells. Drosophila S3 cells, BODIPY lipid droplet fluorescence, 18-24 h; cells fed with added oleic acid. lipid storage change, negative = inhibition, % at the top dose, mostly 46.1 µM; hits show Potency in µM. 320,000 tested, 0.64% active. AID 2685; active = well fitted inhibition curve with a large enough effect in the signal ratio, with a control signal flat, not every such curve was filed as active; inconclusive = small, poorly fitted or top-dose-only effect, or effect the other way, or a change in a side signal; the % refers to the signal ratio
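Drosophila S3 cells loaded with oleic acid (400 uM, as added) and compounds at several concentrations; lipid droplets imaged by 488-nm laser-scanning cytometry, 500–530 nm intensity and object ratio to cell channel. Percent activity normalized to 20 uM Triacsin C.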
S3 lipid droplet cell count max: further read-out of S3 lipid droplet, marked with its call; cell number change, %; measured here: cell count max response;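 cells counted by Cell Tracker Red CMTPX staining in the red channel; peak over a dose series mostly up to 46.1 µM; percent activity relative to internal control wells on each plate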
Active calls of the source: *; i = inactive; u = inconclusive; x = not tested or not shown; [ ] = another dose, or the depositor's remark. % is scaled to controls: 0 for no effect and ±100 for the full control effect; potency is read from the fitted curve at half-maximal effect. The list is partial. The share of hits here may be higher or lower than overall.

structure | S3 lipid droplet | S3 lipid droplet cell count max
CCn1c(SCc2nc3ccccc3c(=O)[nH]2)nc2ccccc21 | u | x
COc1ccc(Nc2nnc(SCc3cc(=O)n4ccsc4n3)s2)cc1 | -11% | 15
N#Cc1c(N)c2ccccn2c1C(=O)c1ccc(Br)cc1 | u | x
O=C(COc1cc(O)c2c(=O)cc(-c3ccccc3)oc2c1)c1ccc(F)cc1 | u | x
COC(=O)N1C(=O)[C@@](Cc2ccccc2)(c2ccccc2)N1C(=O)OC | u | x
Cc1ccc(/C=C/C(=O)c2ccccc2O)cc1 | -6% | 2
Cn1ncc(Cl)c1C(=O)N1CCC(Cc2ccccc2)CC1 | u | x
CCCCNC(=O)c1c(CSc2ccc(Cl)cc2)noc1C(=O)NCCC | 3% | -4
C[C@@H](C(=O)O)[C@@H]1C[C@@]1(C)[C@@H](NC(=O)OCc1ccccc1)c1ccccc1 | -6% | 20
O=C1CSC(c2cccnc2)N1CC1CC1 (stereo not given) | 7% | 1
CCc1ccc(C(C)(O)C(CN2CCOCC2)c2ccccc2)cc1 (stereo not given) | u | x
Cc1ccc(C2=NC(C(F)(F)F)(C(F)(F)F)c3c(n(-c4ccc(F)cc4)c(=O)[nH]c3=O)N2)cc1 | u | x
CCN(c1ccccc1)S(=O)(=O)c1ccc(OC)c(NC(=O)Cc2ccc(OC)c(OC)c2)c1 | u | x
Cn1c(=O)cc(SCC(=O)NCc2ccco2)c2ccccc21 | -21% | -12
Cc1c(CN2CCC(CO)(CCOc3ccccc3)CC2)[nH]c2c(Cl)cccc12 | u | x
CCCN(CCC)C1=N/C(=C\c2ccco2)C(=O)N1c1ccccc1 | i | x
O=C(c1ccccc1)c1nc2c(n1O)CCCCC2 | i | x
CCC(=O)Nc1nnc(SCC(=O)Nc2ccc3c(c2)OCO3)s1 | u | x
Cc1cc(C)cc(C(=O)NCC(=O)OCN2C(=O)c3ccccc3C2=O)c1 | u | x
O=C1NC(c2ccc(-c3ccccc3[N+](=O)[O-])o2)C(C(=O)c2ccc(F)cc2)C(O)(C(F)(F)F)N1 (stereo not given) | -24% | x
COC(=O)C1=C(C)N(Cc2ccccc2)C(=S)N[C@H]1c1ccccc1 | u | -8
COc1cccc(OCCNC(=O)c2cc(OC)c(OC)c(OC)c2)c1 | i | x
Cc1cc(Cl)ccc1NC(=O)CN(C)C1=NS(=O)(=O)c2ccccc21 | u | x
S=C(NCCc1ccccc1)Nc1ccccn1 | u | x
CCCOP(=O)(c1ccc(N(C)C)cc1)C(O)c1ccc(Cl)cc1 (stereo not given) | u | x
C/C(=N\NC(=O)c1nnn(-c2nonc2N)c1CSc1ccc(Cl)cc1)c1cccnc1 | u | x
Cc1ccc2c(c1)N(C(=O)CCC(=O)NCc1cccc(F)c1)CCO2 | -22% | -9
Cc1ccc(S(=O)(=O)N2CCCC(C(=O)NCCc3ccccc3)C2)cc1 (stereo not given) | i | 12
COc1ccccc1N1CCN(C(=O)CSc2nc3ncnc(N)c3[nH]2)CC1 | u | x
CN(c1cccc(NC(=O)CN(c2cccc(F)c2)S(C)(=O)=O)c1)S(C)(=O)=O | u | x
Cc1cc(C(=O)O)ccc1-n1c(C)cc(/C=C(/C#N)C(=O)Nc2ccccc2)c1C | -20% | -19
CCCCN1C(=O)CC(C(=O)OCC)=C1C | 22% | 4
COC(=O)c1ccc(C23CC4(C2)[C@H](CN(Cc2cccnc2)[C@@H]4c2ccccc2)C3c2ccc(C(F)(F)F)cc2)cc1 (stereo not given in full) | 7% | -5
CCOC(=O)c1sc2nc3n(c(=O)c2c1C)CCC3 | 18% | 7
COC(=O)COc1cc(Br)c(/C=C2/SC(=O)N(CC(=O)N3CCCC3)C2=O)cc1OC | 5% | -6
COc1ccccc1C(=O)NCc1n[nH]c(=S)n1Cc1ccccc1 | 2% | -18
O=C(O)c1cccc2c1C(=O)N(Cc1ccncc1)C2 | u | x
Cn1nccc1C(=O)N1CCC(Cc2ccccc2)CC1 | -2% | 20
COc1ccc(OC)c(C(=O)NC(CC(N)=O)c2ccc(N3CCC(N4CCCCC4)CC3)c([N+](=O)[O-])c2)c1 (stereo not given) | u | x
CN(Cc1cnccn1)Cc1nc(Cc2ccccc2F)no1 | 10% | 11
Cc1cc(S(=O)(=O)NCCCN2CCOCC2)c(Cl)cc1Cl | u | x
COc1ccc(CNC(=O)C2CCN(c3nnc(N4CCCC4=O)s3)CC2)cc1 | -1% | -28
Clc1ccc(CN2CCN(c3ncnc4scc(-c5cccs5)c34)CC2)cc1 | 6% | -12
COc1ccc(N(CC(=O)NCCSc2ccccn2)S(=O)(=O)c2ccccc2)cc1OC | u | x
Cc1ccc(N(CC(=O)NC2CCCC2)C(=O)CCC(=O)Nc2ccccn2)cc1 | -11% | 9
CC(c1ccccc1)N1CC(C(=O)O)CC1=O (stereo not given) | u | x
O=C(CC1Sc2ccccc2NC1=O)OCc1cc(=O)oc2cc(O)ccc12 (stereo not given) | 8% | -1
CCn1cc(C(=O)N2CCN(c3ccc(OC)cc3)CC2)c(=O)c2cc(S(=O)(=O)N3CCCCC3)ccc21 | u | x
COC(=O)c1ccc(CNC(=O)CSc2nnc(COc3ccccc3)n2C)o1 | u | x
Cc1c(CC(=O)O)c(=O)oc2cc(OCc3ccc(F)cc3F)ccc12 | 8% | 17

Four entries already listed, sorted by formula weight, highest first.
structure | S3 lipid droplet | S3 lipid droplet cell count max
COC(=O)c1ccc(C23CC4(C2)[C@H](CN(Cc2cccnc2)[C@@H]4c2ccccc2)C3c2ccc(C(F)(F)F)cc2)cc1 (stereo not given in full) | 7% | -5
CCn1cc(C(=O)N2CCN(c3ccc(OC)cc3)CC2)c(=O)c2cc(S(=O)(=O)N3CCCCC3)ccc21 | u | x
O=C(CC1Sc2ccccc2NC1=O)OCc1cc(=O)oc2cc(O)ccc12 (stereo not given) | 8% | -1
Cc1c(CC(=O)O)c(=O)oc2cc(OCc3ccc(F)cc3F)ccc12 | 8% | 17

A few values from the list:
`COC(=O)c1ccc(C23CC4(C2)[C@H](CN(Cc2cccnc2)[C@@H]4c2ccccc2)C3c2ccc(C(F)(F)F)cc2)cc1` (stereo not given in full) @ S3 lipid droplet cell count max: -5
`Cc1cc(C(=O)O)ccc1-n1c(C)cc(/C=C(/C#N)C(=O)Nc2ccccc2)c1C` @ S3 lipid droplet: -20%
`CCOC(=O)c1sc2nc3n(c(=O)c2c1C)CCC3` @ S3 lipid droplet cell count max: 7
`CCCCN1C(=O)CC(C(=O)OCC)=C1C` @ S3 lipid droplet cell count max: 4

Remaining list, next part.
structure | S3 lipid droplet | S3 lipid droplet cell count max
CCN(CC)S(=O)(=O)c1ccc(-c2nnc(SCC(=O)N3CCc4ccccc43)o2)cc1 | 10% | -9
Cc1cnccc1CN(C)C(=O)C1CCC(=O)N(Cc2ccccc2F)C1 (stereo not given) | u | x
Cc1cccc(C)c1OCCN1C(=O)NC(C)(c2ccccc2)C1=O (stereo not given) | -2% | -13
O=C(NC(=S)NCc1cccnc1)c1ccccc1[N+](=O)[O-] | u | x
CC1=NNC(=O)C1CC(=O)N/N=C/C(C)=C/c1ccccc1 (stereo not given) | u | x
CCOc1cc2nc(-c3ccc(OC)c(OC)c3)nc(NCCCN3CCOCC3)c2cc1OC | u | x
CN1C(=O)C(C)(C)c2cc(S(=O)(=O)NCCc3ccc(Cl)cc3)ccc21 | -22% | -12
O=C(Nc1ccccc1)/C(=C/c1ccc(O)cc1)NC(=O)c1ccco1 | u | x
O=C(NCCCNC(=O)c1ccco1)c1ccc(Cl)cc1 | u | x
CCCCNC(=O)CN1CCN(Cc2ccc3cc(OC)ccc3c2)CC1 | 1% | 9
Cc1ccc(C(=O)N[C@H](C(=O)Nc2ccc(N3CCOCC3)cc2)C(C)C)cc1 | u | x
CC(=O)Oc1ccc2ccccc2c1C(NC(=O)Cc1ccccc1)c1ccccc1 (stereo not given) | -23% | -49
CC1CN(S(=O)(=O)c2ccc(C(=O)O)cc2)CC(C)O1 (stereo not given) | u | x
C=CCOc1ccccc1/C=N/O | u | x
CC(Oc1cccc(Cl)c1)C(=O)Nc1nc(-c2ccccn2)cs1 (stereo not given) | u | x
Cc1ccc(S(=O)(=O)N2CCC(C)CC2)cc1C(=O)NCc1ccccn1 | u | x
Nn1c(SCC(=O)N2CCOCC2)nnc1C1CC1 | u | x
CCOC(=O)c1nc2sc3c(c2c(=O)[nH]1)CCCC3 | u | 0
Cc1cc(C)c(S(=O)(=O)N2CCN(C(=O)c3cccs3)CC2)c(C)c1 | -17% | -20
COCCN1CN(S(=O)(=O)c2ccc(Cl)cc2)c2nc3ccccc3nc21 | -3% | 1
COc1ccc(C)cc1S(=O)(=O)N(CC(N)=O)Cc1ccccc1 | u | x
CCn1cc(Br)c(C(=O)Nc2sc3c(c2C(N)=O)CCCC3)n1 | u | x
CN(C)CCN1CCc2ccccc21 | 6% | -5
CCOC(=O)C(NC(C)=O)(NS(=O)(=O)c1ccccc1)C(F)(F)F (stereo not given) | u | x
Cc1cccc(CN2CCN(CC(=O)NCCCN3CCCC3=O)C2=O)c1 | u | x
CCOC(=O)CCCNC(=O)COC(=O)CCC(=O)c1ccc(F)cc1 | u | x
COc1ccccc1N1CCN(C(=O)CCNS(=O)(=O)c2ccc3c(c2)CCC(=O)N3)CC1 | i | x
CC(=O)N1CC(=O)N=C1SCC(=O)Nc1nc(-c2ccccc2)c(-c2ccccc2)s1 | -20% | -9
Cn1c(N2CCOCC2)c(C=O)c2ccccc21 | 11% | -6
C=CCNC(=O)c1ccccc1S(=O)c1ccccc1C#N (stereo not given) | u | x
Cc1ccc(C)c(C(=O)CSc2nc(N)cc(=O)[nH]2)c1 | u | x
O=CC(=O)c1ccccc1 | u | x
CCOC(=O)C1=C(O)/C(=C\c2ccc(OC)c(OC)c2)N=C1C | -8% | -17
Cc1nnc2ccc(-c3ccc(NC(=O)Cc4cccs4)cc3)nn12 | -7% | 1
COc1ccccc1NC(=O)c1cc2n(n1)C(C(F)(F)F)CC(c1ccc3c(c1)OCO3)N2 (stereo not given) | u | x
Cc1ccc(NC(=S)N2CCN(S(=O)(=O)c3ccccc3)CC2)cc1C | u | x
Cc1occc1C(=O)N/N=C/c1ccc(Cl)c([N+](=O)[O-])c1 | u | x
COc1cccc(NC(=O)COC(=O)c2c(C)nn(-c3ccccc3)c2C)c1 | u | x
CN(C(=O)CSc1cc(C(=O)c2nccn2C)c2ccccc2n1)c1ccccc1 | u | x
COc1ccc(S(=O)(=O)N2CCCCC2)cc1NC(=O)C1CCCO1 (stereo not given) | u | x
Cc1cc(C(F)(F)F)nn1C(=O)c1cccnc1Cl | u | x
O=c1[nH]c(=O)n(Cc2ccc(Oc3ccccc3)cc2)cc1Br | 18µM* | 18*
Cn1cc(CN2CCC(C(O)CCc3ccccc3)CC2)c(-c2ccccc2F)n1 (stereo not given) | 2% | 22
O=C(NCc1n[nH]c(=O)c2ccccc12)C1CC(=O)N(c2ccc(Cl)cc2)C1 (stereo not given) | 33%[0.0737 µM] | x
Cc1cc(C)c(N=C2C(=O)Nc3ccccc32)c(C)c1 | u | x
Cc1ccc(C(=O)Nc2ccn(C)n2)cc1 | 6% | -6
Cc1c(C(=O)O)cccc1-c1ccc(C=O)o1 | -18% | 4
O=C(CCSCCC(=O)NCc1ccccc1)NCc1ccccc1 | u | x
O=C(OCc1c(-c2ccccc2)ncc2ccccc12)c1cccc(Br)c1 | u | x
CS(=O)(=O)N(CC(=O)NCCSCc1ccccc1)c1ccccc1F | u | x
Cc1noc(C)c1S(=O)(=O)N1CCC(C(=O)NCCN2CCC(C)CC2)CC1 | u | x
CSc1ccccc1NC(=O)c1cc(-c2cccs2)on1 | 11% | -14
O=C(CN1CCN(c2ccccn2)CC1)Nc1ccccc1 | i | 6
O=C(NCc1n[nH]c(=S)n1-c1ccc([N+](=O)[O-])cc1)c1ccc(S(=O)(=O)N2CCOCC2)cc1 | u | x
O=[N+]([O-])c1cc(/C=N/O)ccc1N1CCCC1 | u | x
O=C(NNC(=O)c1cc2ccccc2o1)c1ccc(Cl)cc1 | -10% | -16

Entries of single compounds, quoted from the list:
`CSc1ccccc1NC(=O)c1cc(-c2cccs2)on1` as listed: S3 lipid droplet = 11%; S3 lipid droplet cell count max = -14
`O=C(NNC(=O)c1cc2ccccc2o1)c1ccc(Cl)cc1` as listed: S3 lipid droplet = -10%; S3 lipid droplet cell count max = -16

Next records:
structure | S3 lipid droplet | S3 lipid droplet cell count max
CCOC(=O)C1CCN(C(=O)CC(NS(=O)(=O)c2ccc(OC)cc2)C(C)C)CC1 (stereo not given) | 8% | 6
O=C(NCc1nc2ccccc2[nH]1)C1=C[C@H](c2ccc3c(c2)OCO3)C[C@H](OCCCCO)O1 | u | x
Cc1ccc(NC(=O)CCc2nnc3ccc(NCc4ccco4)nn23)cc1 | -20% | -26
COc1ccc(N=Cc2cccc(C)c2O)cc1Cl | 0% | 0
CC(C)=CCCC1=CCC(/C=N/NC(N)=O)C(C)C1 (stereo not given) | u | x
CCCN(CCC)Cc1c(C(=O)N/N=C/c2ccncc2)nnn1-c1nonc1N | u | x
CCOC(=O)c1ccc(NC(=O)CSc2nc3sc(C(=O)O)c(C)c3c(=O)[nH]2)cc1 | -1% | -4
COc1ccc(OC)c2[nH]c(=O)c(CCNC(=O)c3cccs3)cc12 | -2%[9.22 µM] | 18

From PubChem BioAssay
